HTT cytoprotect: Huntington cell model cytoprotection by ATP luminescence; PC12 HTT-Q103 induced, cytoprotection, ATP luminescence, 40 h; Potency, µM (highest dose often 56.4 µM), for the others: cytoprotection (ATP increase), actives largely listed as activators; hit rate 0.14% among 230,000; AID 1471;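 note: % of control where 0% means no effect; nearly all actives have a fitted effect of over 45% in size; toxic huntingtin expression switched on by the ecdysone agonist tebufenozide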
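ATP quantification (ATPlite) reports survival of PC12 cells in which tebufenozide, 100 nM final, switches on Htt exon 1 with 103 glutamines linked to GFP; compounds are titrated.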
RECQ1 inh: RECQ1 (human) helicase inhibition; P46063; RECQ1 DNA unwinding, red fluorescence kinetic read; Potency, µM (top dose mostly 57.3 µM), without a hit: top-dose activity, negative = inhibition, most hits filed as inhibitors; hit rate 0.54% among 240,000; AID 2549;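 note: plate controls were vehicle for no effect and no enzyme for full effect; nearly all actives have a fitted effect of over 30% in size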
Target sequence (P46063 whole entry, looked up): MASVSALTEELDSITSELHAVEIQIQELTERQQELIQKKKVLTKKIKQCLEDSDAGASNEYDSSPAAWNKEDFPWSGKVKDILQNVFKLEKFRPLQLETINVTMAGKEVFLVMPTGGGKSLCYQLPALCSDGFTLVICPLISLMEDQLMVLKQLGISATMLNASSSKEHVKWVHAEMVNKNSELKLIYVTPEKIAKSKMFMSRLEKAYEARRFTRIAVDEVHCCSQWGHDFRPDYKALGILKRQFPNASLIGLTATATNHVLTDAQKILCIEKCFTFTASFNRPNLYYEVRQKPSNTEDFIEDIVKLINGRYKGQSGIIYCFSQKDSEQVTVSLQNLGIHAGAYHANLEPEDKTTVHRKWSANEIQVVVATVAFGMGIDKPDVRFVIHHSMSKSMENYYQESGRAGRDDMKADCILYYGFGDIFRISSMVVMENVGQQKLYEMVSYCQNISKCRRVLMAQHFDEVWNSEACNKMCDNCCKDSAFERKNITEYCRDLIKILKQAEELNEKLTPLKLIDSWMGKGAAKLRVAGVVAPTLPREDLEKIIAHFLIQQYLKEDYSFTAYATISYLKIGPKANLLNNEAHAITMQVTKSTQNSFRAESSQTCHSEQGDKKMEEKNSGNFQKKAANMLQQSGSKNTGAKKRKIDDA
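RECQ1T1 50 nM; forked duplex (20 bp + 30-nt ss tails) 200 nM, ATP 2 mM final; pH 8.0, 2 mM MgCl2, 2.5 ug/ml poly(dI-dC); 15 min compound preincubation; discontinuous kinetic read over 2 h at RT.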
Tau fibril FP: tau fibrillization inhibition (FP). AID 1468. K18 P301L tau heparin fibrillization, Alexa594 FP, 6 h. Potency, µM (highest dose often 57.7 µM), inactives show top-dose activity, negative = inhibition, most hits filed as inhibitors. hit rate 0.39% among 280,000; note: % is set by controls: 0 for no effect and ±100 for the full control effect; nearly all actives have a fitted effect of over 55% in size
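Human K18 P301L fragment (15 uM unlabeled plus 0.24 uM Alexa 594-labeled) in 100 mM sodium acetate pH 7 with compound, aggregation induced by 20 uM heparin for 6 hr at 37 C. ThT (30 uM) added for 1 hr, then Alexa 594 FP read.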
Tau fluor counter: counter-screen for tau fibril formation inhibitors; tau K18 P301L Alexa594 fluorescence, heparin fibrillization; AID 1463; hit rate 0.93% among 280,000; Potency, µM (highest dose often 57.7 µM), inactives show top-dose activity change, negative = decrease; note: % is set by controls: 0 for no effect and ±100 for the full control effect; nearly all actives have a fitted effect of over 55% in size
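Human K18 P301L tau (15 uM unlabeled plus 0.24 uM Alexa 594-labeled, final) in 100 mM sodium acetate pH 7 was mixed with compound and 20 uM heparin and incubated 6 hr at 37 C.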
L3MBTL1 block: L3MBTL1 (human) inhibition. Q9Y468. AlphaScreen L3MBTL1–H3K9me1 peptide binding. Potency, µM (titrated, usually from 57.1 µM), for inactives: at the top dose activity, negative = inhibition, hits mostly inhibitors. hit rate 0.66% among 230,000. AID 485360; note: % is set by controls: 0 for no effect and ±100 for the full control effect; nearly all actives have a fitted effect of over 60% in size
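AlphaScreen proximity signal between nickel-chelate acceptor and streptavidin donor beads (final 10 ug/mL) reports binding of 50 nM L3MBTL1 to 75 nM biotin-H3 K9me1 peptide; complex incubated with compounds 30 min at room temperature; cefsulodin titration as control.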
Tau fibril ThT: tau fibrillization inhibition (ThT binding) | P10636 | recombinant tau K18 P301L, heparin-induced fibrillization, ThT fluorescence | Potency, µM (highest dose often 57.4 µM), inactives show at the top dose activity, negative = inhibition, actives largely listed as inhibitors | hit rate 2.1% among 270,000 | AID 1460; note: % is set by controls: 0 for no effect and ±100 for the full control effect; nearly all actives have a fitted effect of over 55% in size
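ThT emission at 510 nm, taken 1 hr after adding 30 uM dye, quantifies aggregates formed when 20 uM heparin acts on human tau K18 P301L for 6 hr at 37 C.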
TRb SRC2 PPI: disrupts binding of human TR beta to SRC2; P10828; TRbeta-SRC2 peptide binding, fluorescence polarization; receptor liganded with 1 µM T3; Potency, µM (series often up to 106 µM), for inactives: at the highest dose activity change, negative = inhibition, hits mostly inhibitors; hit rate 0.065% among 280,000; AID 1469;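 note: plate controls were bound peptide for no effect and peptide without receptor for full effect; nearly all actives have a fitted effect of over 50% in size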
Target sequence (P10828 whole entry, looked up): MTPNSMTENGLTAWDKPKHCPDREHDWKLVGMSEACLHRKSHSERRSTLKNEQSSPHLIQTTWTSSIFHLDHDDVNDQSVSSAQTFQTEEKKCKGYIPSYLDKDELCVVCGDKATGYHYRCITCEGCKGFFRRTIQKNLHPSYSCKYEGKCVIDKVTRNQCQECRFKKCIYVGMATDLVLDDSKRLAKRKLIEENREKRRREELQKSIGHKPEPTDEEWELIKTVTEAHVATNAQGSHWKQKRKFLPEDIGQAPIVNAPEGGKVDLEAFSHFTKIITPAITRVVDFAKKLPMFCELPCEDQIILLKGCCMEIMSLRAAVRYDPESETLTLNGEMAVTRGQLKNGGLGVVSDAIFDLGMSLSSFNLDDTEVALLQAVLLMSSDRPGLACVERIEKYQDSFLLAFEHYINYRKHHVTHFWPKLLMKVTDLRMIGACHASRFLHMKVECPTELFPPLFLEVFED
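Assay buffer: 20 mM Tris-HCl, 100 mM NaCl, 10% glycerol, 1 mM EDTA, 0.01% NP-40, 1 mM DTT, 1 uM T3, 5% DMSO; TRb LBD 0.6 uM, Texas Red SRC2 20 nM; FP after 5 hr.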
TexasRed fluor: Texas Red fluorescence interference in TRb-SRC2 counter-screen; TRb/SRC2 Texas Red total fluorescence interference; Potency, µM (series often up to 106 µM), without a hit: at the highest dose fluorescence change, negative = quenching; hit rate 0.29% among 280,000; active = well fitted curve in either direction with a large enough effect; inconclusive = small, poorly fitted or top-dose-only effect; note: % is set by controls: 0 for no effect and ±100 for the full control effect
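Flags fluorescent or light-absorbing compounds by total fluorescence, S + 2P, at 555 nm excitation and 632 nm emission. Mixture: 20 nM Texas Red SRC2 peptide, 0.6 uM human TRb LBD, 1 uM T3, 5% DMSO; compound exposure 5 h at ambient temperature.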
Numbers without * were called inactive; i = inactive; ? = inconclusive; . = not tested or not shown; & = joins results of further samples; [ ] = dose if it differs, or a comment. Unless noted, calls come from the whole dose curve; as a rule, active = well fitted curve in the direction sought with a large enough effect; inconclusive = small, poorly fitted or top-dose-only effect, or another doubt; inactive = no such curve, though single readings can be large; an effect the other way counts as inactive or inconclusive. Potency is the fitted concentration of half-maximal effect.

SMILES	HTT cytoprotect	RECQ1 inh	Tau fibril FP	Tau fluor counter	L3MBTL1 block	Tau fibril ThT	TRb SRC2 PPI	TexasRed fluor
Cc1ccc2c(c1)sc1nc(=O)n(-c3ccc(Cl)cc3)c(=O)n12	-9%	-9%	-7%&9%	-16%&-8%	6%	-5%&2%	1%&2%	-3%&0%
OCCC1CN(Cc2ccccc2O)CCN1CCc1ccccc1 (configuration not stated)	-3%[10 µM]	5%	3%	-8%	2%	-7%	-1%	-3%
Cc1ccc(NS(=O)(=O)c2cc(C(=O)NCc3ccccn3)ccc2Cl)cc1C	-31%	i	1%	-17%	3%	-10%	4%	-3%
COC(=O)c1cc2c(cc1NC(=O)CSCCc1ccccn1)OCO2	0%	18%	-1%	-2%	.	-3%	1%	1%
Cc1nnc(N(C)C(=O)Cc2ccc3c(c2)OCO3)s1	2%[10 µM]	-4%	-8%	-3%	?	-4%	-4%	-6%
COc1ccc(-c2nc(-c3cccc(C)c3)[nH]c(=O)c2C#N)cc1	-24%	i	4%	0%	3%	-7%	-3%	-2%
COc1ccc(CC(=O)c2ccc(OC)c(OC)c2C)cc1OC	14%[0.074 µM]	-1%	-1%	5%	6%	1%	-12%	3%
Cc1ccc(Cl)cc1N(C)C(=O)C1CCCN(c2ncnc3onc(-c4ccc(F)cc4)c23)C1 (configuration not stated)	.	.	-4%	-14%	.	-15%	-3%	-2%
Cc1cc2cc(C(c3nnnn3C(C)(C)C)N(Cc3ccco3)CC3CCCO3)c(=O)[nH]c2cc1C (configuration not stated)	-36%	-7%	-7%	-9%	-2%	?	-2%	-4%
Cc1cccn2c(CN(C)CC3Cc4ccccc4O3)c(C(=O)N3CCCCC3)nc12 (configuration not stated)	-15%[10 µM]	i	1%	6%	-3%	0%	-4%	1%
Nc1nc(-c2cccnc2)nn1C(=O)COc1ccccc1	14%[10 µM]	-1%	-2%	1%	5%	12%	-12%	0%
COc1cc(S(=O)(=O)NC2CCCC2)c(OC)cc1Cl	2%	-12%	5%	-1%	.	1%	-3%	1%
Cc1cc(NC(=O)CSc2ncc(C(=O)Nc3ccccc3)c(=O)n2C)no1	.	.	-13%	-10%	.	-12%	-4%	-2%
Cc1cc2c(c(=O)n1C)C(C(C)C)C(C#N)=C(N)O2 (configuration not stated)	11%[10 µM]	-3%	7%	-7%	6%	-4%	-4%	-1%
Cc1nc2cc(NC(=O)Nc3nccs3)ccc2n1C	-144%[inhibitor][0.074 µM]	-10%	-9%	-9%	.	-8%	-1%	-11%
COc1ccc(-c2nc3ccc(C(=O)NCC(OC)OC)cc3nc2-c2ccc(OC)cc2)cc1	-62%[inhibitor]	22µM*	-9%	-28%	.	?	-3%	-3%
Cc1ccc(-n2nc(C(=O)N3CCN(c4ccc(F)cc4)CC3)c(=O)n(C)c2=O)cc1	.	.	7%	-6%	.	-2%	4%	-1%
CCCCCNC(=O)C1CCC(Cn2c(=O)c3sccc3n(CC(=O)NCc3cccc(OC)c3OC)c2=O)CC1 (configuration not stated)	.	.	-16%	3%	.	13%	-7%	?
CCOC(=O)C(=CNc1ccccc1N1CCOCC1)C(=O)OCC	-4%[10 µM]	-5%	9%	-11%	12%	-7%	2%	-2%
O=C(NCc1ccccc1)C1CCCN(S(=O)(=O)c2cccc3nsnc23)C1 (configuration not stated)	.	.	-3%	0%	.	7%	1%	-1%
Cc1cccc(C)c1C(OCCN(C)C)C1CCCCC1 (configuration not stated)	13%[10 µM]	-4%	9%	10%	-11%	-5%	-7%[53 µM]	0%[53 µM]
COc1ccc(OC)c(NC(=S)NN2CCN(C)CC2)c1	5%[10 µM]	6%	-8%	-1%	0%	-4%	-5%	-10%
COc1cc(C)ccc1S(=O)(=O)N1CCCCCC1	-3%[10 µM]	-7%	-1%	-13%	13%	-11%	1%	-3%
CN(C)CCN1CCc2ccccc21	-29%	14%	-10%	-13%	.	?	-15%	-1%
CCOc1ccc(N(CC(=O)NCCc2ccc(Cl)cc2)S(=O)(=O)c2c(C)[nH]c(=O)[nH]c2=O)cc1	-13%	-1%	4%	-4%	.	-7%	-2%	-4%
O=C(NCCc1c[nH]c2ccc(Cl)cc12)c1cccnc1	14%	i	7%	-10%	.	-8%	-4%	-1%
C=C(C)CSc1nnc2n(N)c(=O)c3ccccc3n12	-10%[10 µM]	-7%	-1%	-7%	.	-8%	2%	-6%
Cc1ccccc1-n1c(C)cc(/C=C2\NC(=O)NC2=O)c1C	-57%[inhibitor][10 µM]	15%	1%	3%	-16%	-1%	6%	-4%
COc1ccc(N2CCN(C(=O)c3cc4ccc5cccnc5c4[nH]3)CC2)cc1	.	.	8%	-17%	.	?	0%	-4%
COc1ccc(NC(=O)Cn2cccc2)cc1Cl	10%	-9%	4%	-5%	-2%	-8%	-8%	1%
COc1cccc(Nc2nnc(SCc3nc4ccccc4s3)s2)c1	-8%[10 µM]	0%	-13%	14µM*[quencher]	-12%	?	2%	-4%
CCN(c1ccccc1)S(=O)(=O)c1cccc(C(=O)O)c1	5%[4.97 µM]	-3%	0%	4%	1%	-2%	-1%	3%
Cc1ccc2c(c1)C(c1ccc([N+](=O)[O-])cc1)=NNC(c1ccc(Br)cc1)=N2	-17%[10 µM]	-2%	?	-19%	-12%	-22%	2%	0%
O=C(O/N=C\c1ccc(N2CCCCC2)c([N+](=O)[O-])c1)c1cccc(Cl)c1	0%	-3%	6%	-24%	-3%	?	-11%	-1%
O=C(Cc1nn[nH]n1)Nc1ccc(F)cc1F	-2%[10 µM]	11%	1%	-7%	1%	-3%	4%	-2%
O=C1CCC(C(=O)OCC(=O)c2ccccc2)N1 (configuration not stated)	9%[10 µM]	i	0%	6%	4%[11.4 µM]	5%	-4%	0%
C=CCSc1nc2c(c(=O)[nH]1)C(C(C)C)C(C#N)=C(N)O2 (configuration not stated)	-11%	-3%	9%	-16%	.	-22%	-1%	-2%
CCC(c1nnnn1Cc1ccc2c(c1)OCO2)N1CCN(c2ccc(F)cc2)CC1 (configuration not stated)	-1%	-5%	7%	-20%	-11%	-13%	-13%	-3%
N#CCC(=O)NCCCc1ccccc1	.	-1%	9%	1%	4%	-3%	4%	-1%
CCCCSc1nnc([C@@H](NC(=O)OC(C)(C)C)C(C)C)o1	-7%	-8%	1%	-4%	5%	-14%	2%	-1%
CCOc1cc(C)c(S(=O)(=O)Nc2ccc(F)cc2)cc1C	-3%	i	8%	-23%	.	-13%	-1%	3%
CNc1nc(SC)nc(N(C)C#N)n1	-46%[inhibitor]	i	3%	10%	9%	4%	1%	1%
CN(c1ccccc1)S(=O)(=O)c1ccc(C(=O)Nc2nnc(-c3ccc(F)cc3)o2)cc1	-36%	-1%	1%	-6%	.	-5%	-4%	0%
CC(=O)c1c(C)[nH]c(C(=O)OCC(=O)c2c(N)n(C)c(=O)n(C)c2=O)c1C	-7%	-1%	-8%	-8%	10%	-4%	-7%	-5%
O=C(O)CCCC(=O)NCc1c(Cl)cccc1Sc1ccc(Cl)cc1	-13%[10 µM]	i	2%	-7%	13%	-7%	0%	-3%
CC1CCN(CCC(=O)Nc2ccc3c(c2)OCCO3)CC1	-15%	i	3%	-3%	.	-11%	2%	1%
COc1ccc(-c2c(C)c3ccc(O)c(CN4CCN(C)CC4)c3oc2=O)cc1OC	.	.	-3%	6%	.	2%	-5%	0%
CC(C)=CCSc1nnc(CCNC(=O)OC(C)(C)C)o1	-9%[0.074 µM]	-13%	2%	-1%	5%	1%	-24%	3%
CN(C)c1ccc(CNC(=O)CCCN2C(=O)c3cccnc3Oc3ccc(Cl)cc32)cc1	.	.	13%	-15%	.	-11%	4%	1%
N#Cc1c(Cn2cncn2)nc(=O)n(-c2ccc(Cl)cc2)c1N	3%	i	-3%	-1%	8%	-6%	-1%	1%
Continued.
SMILES	HTT cytoprotect	RECQ1 inh	Tau fibril FP	Tau fluor counter	L3MBTL1 block	Tau fibril ThT	TRb SRC2 PPI	TexasRed fluor
C1CCC2(CC1)OCC1(CO2)COC2(CCCCC2)OC1	-8%[0.074 µM]	2%	3%	4%	.	1%	-3%	0%
O=C(CSc1nnc(-c2ccco2)o1)c1ccc([N+](=O)[O-])cc1	8%[10 µM]	2%	-3%	?	.	.	0%	-1%
CCOC(=O)c1c(C)[nH]c(C(=O)OCC(=O)Nc2ccc(OCC)cc2)c1C	11%	-6%	-4%	-7%	.	0%	6%	2%
CC1=C(c2ccc(C)cc2)S(=O)(=O)N(Cc2ccc(C(=O)Nc3ccccc3C)cc2)C1=O	.	.	-15%	-15%	.	6%	-7%	-2%
O=C(O)c1ccc(/C=C(\c2nc3ccccc3[nH]2)c2nc3ccccc3s2)cc1	-2%[10 µM]	19%	1%	1%	.	-9%	1%	2%
Cc1[nH]c(=O)c(C#N)c(C)c1[N+](=O)[O-]	-9%[10 µM]	0%	5%	11%	.	.	-4%	-4%
O=C(Nc1nc2cc3c(cc2s1)OCO3)C1CC1	21%[10 µM]	-4%	0%	-3%	.	.	-6%	-4%
Cc1cnc(NC(=O)/C=C/c2ccc(Br)o2)s1	-9%[10 µM]	-11%	-2%	2%	4%	-2%	2%	3%
S=C(NCc1ccccc1Cl)Nc1ccccc1Cl	7%[10 µM]	16%	-8%	-19%	11%	-7%	5%	1%
CN(C)S(=O)(=O)N(CC(=O)NCCSCc1ccccc1)c1ccccc1	12%	-3%	-4%&3%	-9%&-25%	.	-2%&-14%	-4%&12%	-4%&0%

Record cards, as listed above:
`O=C(O)c1ccc(/C=C(\c2nc3ccccc3[nH]2)c2nc3ccccc3s2)cc1` as listed: HTT cytoprotect = -2%[10 µM]; RECQ1 inh = 19%; Tau fibril FP = 1%; Tau fluor counter = 1%; L3MBTL1 block = .; Tau fibril ThT = -9%; TRb SRC2 PPI = 1%; TexasRed fluor = 2%
`C1CCC2(CC1)OCC1(CO2)COC2(CCCCC2)OC1` as listed: HTT cytoprotect = -8%[0.074 µM]; RECQ1 inh = 2%; Tau fibril FP = 3%; Tau fluor counter = 4%; L3MBTL1 block = .; Tau fibril ThT = 1%; TRb SRC2 PPI = -3%; TexasRed fluor = 0%

The list is partial, so the mix of outcomes need not match the whole.
